Assay outcomes deposited in PubChem by NMMLSC.
GRK2 inh – compounds blocking aptamer binding on GRK2 – biochemical, human GRK2, bead flow cytometry, HTS, primary screen; inhibition of aptamer binding, % at 10 µM; 330,000 tested, 0.59% active; AID 488847, 2010; Beta-adrenergic receptor kinase 1 (Homo sapiens), P25098; FAM-aptamer displacement from GRK2;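 active means inhibition of aptamer binding above 40%, roughly 3 SD of noise, on plates passing a quality check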;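 further: median bead fluorescence of bound FAM aptamer so fluorescent compounds give negative values; no value below 0 was filed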
Target sequence (P25098 whole entry, looked up): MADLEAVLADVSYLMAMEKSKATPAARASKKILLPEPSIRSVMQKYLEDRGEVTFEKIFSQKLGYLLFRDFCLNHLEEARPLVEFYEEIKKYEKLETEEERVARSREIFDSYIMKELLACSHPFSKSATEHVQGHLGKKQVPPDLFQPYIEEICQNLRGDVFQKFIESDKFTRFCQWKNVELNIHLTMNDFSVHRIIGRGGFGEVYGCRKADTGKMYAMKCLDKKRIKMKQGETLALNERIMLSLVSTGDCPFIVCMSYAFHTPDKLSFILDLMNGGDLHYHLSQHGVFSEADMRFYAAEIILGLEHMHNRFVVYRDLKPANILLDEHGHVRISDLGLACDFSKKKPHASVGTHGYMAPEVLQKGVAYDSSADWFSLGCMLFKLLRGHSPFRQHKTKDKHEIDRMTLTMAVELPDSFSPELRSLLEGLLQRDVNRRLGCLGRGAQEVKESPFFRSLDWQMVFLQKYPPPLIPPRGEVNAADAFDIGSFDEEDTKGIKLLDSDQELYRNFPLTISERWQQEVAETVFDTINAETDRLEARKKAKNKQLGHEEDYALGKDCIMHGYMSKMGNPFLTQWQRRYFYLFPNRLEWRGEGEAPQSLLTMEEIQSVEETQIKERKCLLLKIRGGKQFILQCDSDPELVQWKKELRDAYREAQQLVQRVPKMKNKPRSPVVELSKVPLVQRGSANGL
AGP1 TOR yeast – modulators of AGP1-GFP expression in yeast TOR pathway, primary screen, cell-based, multiplex flow cytometry, S. cerevisiae, MLPCN library; 3 h; GFP as percent of DMSO wells; GFP response vs DMSO, % at 10 µM; 320,000 tested, 0.02% active; AID 2066, 2009;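 active means GFP response relative to DMSO above a set limit, near screen average plus 3 SD, cut at about 150% in these data; inconclusive means fewer than 70 cells counted for the yeast strain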;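 further: median GFP channel fluorescence of the gated AGP1 strain per well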
CIT2 TOR yeast – modulators of CIT2-GFP expression in yeast, primary screen, S. cerevisiae, GFP fusion, multiplex flow cytometry, MLPCN library | S. cerevisiae CIT2-GFP strain, 3 h; 100 means same as DMSO wells | 320,000 tested, 0.065% active | AID 2029, 2009 | GFP response vs DMSO, % at 10 µM;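 active means GFP response relative to DMSO above a set limit, near the screen mean plus 3 SD, cut at about 150% in these data; inconclusive means Fewer than 70 cells measured for a yeast strain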;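 further: ratio of well median GFP fluorescence to mean of DMSO wells on the plate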
LAP4-GFP MLPCN – modulators of LAP4-GFP expression in yeast, primary screen, S. cerevisiae, multiplex flow cytometry, MLPCN library | 3 h; median GFP as percent of DMSO wells | GFP response vs DMSO, % at 10 µM | 320,000 tested, 0.34% active;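 active means GFP response vs DMSO above a set limit, about the screen mean plus 3 SD, cut at about 150% in these data; inconclusive means under 70 cell events counted for the yeast strain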
VLA-4 inh – inhibition in human VLA-4 binding assay, primary screen, VLA-4 allosteric modulator project, MLPCN library, flow cytometry, VLA-4 expressing cells | Integrin alpha-4 (Homo sapiens), P13612 | ligand binding flow cytometry | inhibition, % (about 7 µM as worked out from the volumes in the protocol) | 330,000 tested, 0.2% active | AID 2557, 2010; in the data active means inhibition above about 50%
MEP2-GFP yeast – modulators of MEP2-GFP levels in yeast, primary screen, S. cerevisiae, multiplex flow cytometry, MLPCN library | S. cerevisiae MEP2-GFP strain, 3 h; 100% = DMSO control level | 330,000 tested, 0.51% active | GFP response vs DMSO, % at 10 µM;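 active means GFP response versus DMSO above a set limit, roughly screen mean plus 3 SD, cut at about 180% in these data; inconclusive means fewer than 70 cells counted for a yeast strain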;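 further: median GFP fluorescence of the barcode-gated MEP2-GFP cells per well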
RPL19A TOR yeast – RPL19A-GFP expression modulators in yeast, primary screen, cell-based, S. cerevisiae, multiplex flow cytometry, MLPCN; S. cerevisiae RPL19A-GFP strain, 3 h; stronger effect = lower value; percent response vs DMSO, % at 10 µM; 330,000 tested, 0.3% active; AID 2025, 2009;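 active means percent response vs DMSO below 50%; inconclusive means fewer than 70 events counted for the yeast strain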;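 further: median channel GFP fluorescence of the barcoded RPL19A-GFP strain; ratio of sample median GFP to plate DMSO average so 100% = DMSO; lower means less RPL19A-GFP as with rapamycin TOR inhibition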
Yeast superoxide – reduction of superoxide in aged yeast, primary screen, HTS; superoxide response (% of plate mean), % at 10 µM; 330,000 tested, 0.18% active; AID 2690, 2010; S. cerevisiae aged cells, superoxide DHE fluorescence; stronger effect = lower value;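 active means superoxide response under a set limit, about three screen SD below normal, cut at about 65% in these data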;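 further: yeast aged for seven days with compound at 30 °C before DHE staining; 100% = average MFI of all compound-treated wells on the plate with controls excluded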
An asterisk follows results filed as active; i = inactive; u = inconclusive; x = no result given; [ ] = another dose, or the depositor's remark.

SMILES	GRK2 inh	AGP1 TOR yeast	CIT2 TOR yeast	LAP4-GFP MLPCN	VLA-4 inh	MEP2-GFP yeast	RPL19A TOR yeast	Yeast superoxide
CCC(C)NC(=O)Cn1cc(S(=O)(=O)N2CCN(c3ccccc3F)CC2)c2ccccc2c1=O (stereo not drawn)	0	97	101	93	10	101	102	98
COC(=O)C1CCN(C(=O)COC(=O)[C@@H]2CC(O)CN2S(=O)(=O)c2ccc3c(c2)OCCO3)CC1 (stereo partly drawn)	5	94	97	92	-2	95	101	104
O=C(CCCCCN1C(=O)CCC1=O)Nc1ncn[nH]1	0	105	104	107	-11	102	100	107
CCN(CCCNC(=O)Cn1ncc2c(=O)oc3ccccc3c21)c1cccc(C)c1	74*	92	102	100	-6	107	93	86
CC[n+]1c(/C=C/N(C)c2ccccc2)oc2ccccc21	0	102	105	104	i	115	101	106
CCOc1cccc(C(=O)Nc2ccccc2N2CCN(C(=O)C(C)C)CC2)c1	0	97	94	102	-5	101	98	102
S=c1[nH]nc(-c2cccnc2)n1/N=C/C=C/c1ccco1	3	107	111	84	5	103	111	97
COc1ccc2c(CC(=O)NNC(=O)c3ccccc3F)coc2c1	0	98	109	93	15	96	99	93
CCn1c(SCC(=O)N/N=C/c2cccs2)nc2ccccc21	0	98	94	109	6	104	102	97
CCOc1ccc(N2C(=O)CC(NCCc3ccc(S(N)(=O)=O)cc3)C2=O)cc1 (stereo not drawn)	0	97	89	92	15	104	96	97
CCc1ccccc1NC(=O)Nc1cnccn1	0	109	103	104	5	100	110	97
O=C(O)C1CCN(C(=O)CSc2nnc(-c3ccccc3)o2)CC1	0	99	111	96	-6	106	98	95
O=S(=O)(Nc1cccc(-n2cnnn2)c1)c1cc(Br)ccc1Br	4	102	108	96	-3	106	102	129
Cc1ccc(S(=O)(=O)N2CCOCC2)cc1C(=O)Nc1ccccc1F	0	103	107	103	9	105	104	102
CCc1ccc(CN2CCCC(C(=O)N3CCCCC3)C2)cc1 (stereo not drawn)	0	103	108	88	0	108	105	87
COCC(C)Nc1ccc(S(=O)(=O)N2CCCC2)cc1[N+](=O)[O-] (stereo not drawn)	2	110	99	111	6	110	101	97
CCCCN(C(=O)COC(=O)CSc1cc(C)c2ccccc2n1)c1c(N)n(CCC)c(=O)[nH]c1=O	0	99	114	88	-3	99	100	111
COc1ccc(NC(=O)CSc2nnc(-c3ccco3)n2C)cc1	2	101	104	107	5	110	99	97
O=C(CSCc1nc2ccccc2[nH]1)Nc1ccccc1	1	100	101	97	10	95	98	91
Cc1c(NC(=O)CSc2nnc(Nc3ccccc3)s2)c(=O)n(-c2ccccc2)n1C	0	107	112	106	10	114	105	109
O=C(CSc1ccc(-c2nc3ccccc3[nH]2)cn1)Nc1ccc(S(=O)(=O)NC2CC2)cc1	0	100	99	96	6	105	101	102
COc1ccc(S(=O)(=O)N2CCN(C(=O)CN3C(=O)NC(C)(C)C3=O)CC2)cc1	5	104	94	111	2	103	117	79
CC(C)(C)OC(=O)C[C@H]1C/C=C\C[C@@H](CC(=O)NCCO)C(=O)NCCOC1=O	0	97	98	90	5	100	100	117
COc1ccc(Cl)cc1NCC(=O)Nc1ccc(OC)c(S(=O)(=O)N2CCCCC2)c1	0	106	99	98	2	98	102	107
Cc1ccc(NC(=O)CSc2nnc(-c3cc(C)[nH]n3)n2N)cc1	0	102	101	98	-3	101	99	96

More compounds:
SMILES	GRK2 inh	AGP1 TOR yeast	CIT2 TOR yeast	LAP4-GFP MLPCN	VLA-4 inh	MEP2-GFP yeast	RPL19A TOR yeast	Yeast superoxide
CS(=O)(=O)c1ccc2nc(NC(=O)CCC(=O)c3cccs3)sc2c1	4	105	100	93	4	99	97	115
CC(=O)c1ccc(N=Nc2c(C)[nH]n(-c3ccccc3)c2=O)cc1	1	78[may fluoresce violet]	u	82[may fluoresce violet]	3	95[may fluoresce violet]	97[may fluoresce violet]	103
COc1cccc(-c2nc3n(n2)C(c2ccc4c(c2)OCO4)C(C(N)=O)=C(C)N3)c1 (stereo not drawn)	0	98	94	97	5	103	101	101
CCOC(=O)C1=C(CSc2nc(-c3ccccc3)ccc2C#N)OC(N)=C(C#N)C1c1cccnc1 (stereo not drawn)	0	106	101	99	-87	103	101	110
O=C(NNC(=O)c1cc(Br)c(Br)s1)c1ccncc1	3	94	97	99	-8	108	95	117
O=C(NCc1ccco1)c1cc([N+](=O)[O-])cc([N+](=O)[O-])c1	3	104	99	94	18	98	100	130
O=C(c1ccccc1O)N1N=C(C(F)(F)F)CC1(O)c1ccc([N+](=O)[O-])cc1 (stereo not drawn)	2	73[may fluoresce violet]	u	92[may fluoresce violet]	4	517*[may fluoresce violet]	41*[may fluoresce violet]	91
N#Cc1ccc(C(=O)NCC(c2ccco2)N2CCCC2)cc1 (stereo not drawn)	0	107	108	103	-9	106	101	89
Cc1ccccc1NC(=O)c1snc2c(=O)[nH]cnc12	0	92	94	106	1	99	95	97
NC(=O)NC(Cc1ccccc1)C(=O)N1CCN(S(=O)(=O)c2ccc(Cl)cc2)CC1 (stereo not drawn)	1	102	104	105	13	105	98	98
O=C(Cc1ccccc1[N+](=O)[O-])Nc1ccc(S(=O)(=O)N2CCCC2)cc1	0	100	97	100	6	103	101	113
O=C(NNC(=O)C1CC(=O)N(Cc2ccccc2)C1)c1ccc(Br)cc1 (stereo not drawn)	2	111	102	90	8	92	103	92
Cc1cc(N2CCN(C)CC2)nc2ccc(NC(=S)N3CCN(c4ccc(F)cc4)CC3)cc12	0	103	96	105	10	99	99	103
O=C(CN1CCC(NC(=O)C2CC2)CC1)Nc1cccc(F)c1	1	102	103	98	-1	107	103	106
Cn1c(Cn2cnc3ccccc32)nnc1SCC(=O)CC(=O)Nc1ccccc1	4	108	104	107	29	103	104	83
CCCCNC(=O)C1CCC(CNS(=O)(=O)c2cccc3nsnc23)CC1 (stereo not drawn)	1	117	116	128	-19	105	103	84
O=C(NCCc1ccccc1)C1CCCN(S(=O)(=O)c2cccs2)C1 (stereo not drawn)	0	99	102	87	35	88	99	95
Cc1oc(-c2cccc(Cl)c2)nc1CS(=O)(=O)CC(=O)NCCCN1CCOCC1	0	89	104	97	-6	89	94	114
C/C(Cc1ccccc1)=N\NC(=O)c1cccnc1	0	93	82	95	-8	97	95	104
N#Cc1ccsc1NC(=O)COC(=O)c1ccc2ccccc2c1	2	107	111	93	-17	103	105	96
CCOC(=O)c1c(CC(C)C)csc1/N=C/C1C(=O)CCCC1=O	1	96	91	101	-1	100	97	92
CC(=O)c1ccc(C(=O)N2CCc3c([nH]c4ccccc34)C2c2cccc(C)n2)s1 (stereo not drawn)	0	99	97	102	-1	100	102	112
CC(C)N1CCC(N2CCN(CC#Cc3ccccc3)CC2CCO)CC1 (stereo not drawn)	0	99	90	100	13	95	94	98
COC(=O)Cc1nnc(NC(=O)C(C)C)s1	0	105	x	94	1	110	102	98
O=C(NCc1nnc(SCC(=O)N2CCCCC2)o1)c1c(F)cccc1Cl	0	94	95	92	4	109	95	92

Quoted at random: 5 compounds from above, in no set order.
SMILES	GRK2 inh	AGP1 TOR yeast	CIT2 TOR yeast	LAP4-GFP MLPCN	VLA-4 inh	MEP2-GFP yeast	RPL19A TOR yeast	Yeast superoxide
CCOC(=O)c1c(CC(C)C)csc1/N=C/C1C(=O)CCCC1=O	1	96	91	101	-1	100	97	92
O=C(Cc1ccccc1[N+](=O)[O-])Nc1ccc(S(=O)(=O)N2CCCC2)cc1	0	100	97	100	6	103	101	113
Cc1cc(N2CCN(C)CC2)nc2ccc(NC(=S)N3CCN(c4ccc(F)cc4)CC3)cc12	0	103	96	105	10	99	99	103
Cc1ccccc1NC(=O)c1snc2c(=O)[nH]cnc12	0	92	94	106	1	99	95	97
O=C(NCc1ccco1)c1cc([N+](=O)[O-])cc([N+](=O)[O-])c1	3	104	99	94	18	98	100	130

Just VLA-4 inh and AGP1 TOR yeast, for some of the entries so far:
Compound | VLA-4 inh | AGP1 TOR yeast
CC(=O)c1ccc(N=Nc2c(C)[nH]n(-c3ccccc3)c2=O)cc1 | 3 | 78[may fluoresce violet]
CS(=O)(=O)c1ccc2nc(NC(=O)CCC(=O)c3cccs3)sc2c1 | 4 | 105
COc1cccc(-c2nc3n(n2)C(c2ccc4c(c2)OCO4)C(C(N)=O)=C(C)N3)c1 (stereo not drawn) | 5 | 98
N#Cc1ccc(C(=O)NCC(c2ccco2)N2CCCC2)cc1 (stereo not drawn) | -9 | 107
N#Cc1ccsc1NC(=O)COC(=O)c1ccc2ccccc2c1 | -17 | 107
C/C(Cc1ccccc1)=N\NC(=O)c1cccnc1 | -8 | 93
O=C(NCCc1ccccc1)C1CCCN(S(=O)(=O)c2cccs2)C1 (stereo not drawn) | 35 | 99

Continuation:
SMILES	GRK2 inh	AGP1 TOR yeast	CIT2 TOR yeast	LAP4-GFP MLPCN	VLA-4 inh	MEP2-GFP yeast	RPL19A TOR yeast	Yeast superoxide
Cc1cc(NC(=O)CCC(=O)N(Cc2ccco2)C2(C(=O)NC3CCCCC3)CCCCC2)no1	0	99	104	90	-4	110	104	99
CC(C)C(OC(=O)c1ccco1)C(=O)NCc1ccco1 (stereo not drawn)	2	113	115	103	-2	106	108	94
COc1c(F)c(F)c(C(=O)Nc2cccc(Cl)c2N2CCOCC2)c(F)c1F	4	106	102	97	-1	106	99	108
COc1cc(OC)cc(C(=O)Nc2nc(CC(=O)NCc3ccc(F)cc3)cs2)c1	3	98	93	104	-2	95	94	100
Nc1c(-c2ccccc2)n[nH]c1-c1ccccc1	0	88	99	98	-1	101	x	110
Clc1ccc2nc(-c3ccccc3)c(CN3CCOCC3)n2c1	0	99	99	96	5	102	95	114
COc1ccccc1C(=O)Oc1ccc2c(c1)O/C(=C\c1ccncc1)C2=O	2	96	101	91	7	88	101	102
Cc1nn(CCCC(=O)NCc2ccccc2Cl)c(=O)c2nccn12	0	111	129	106	-22	112	103	84
COCC(CN1CCN(C2=NS(=O)(=O)c3ccccc32)CC1)OC(=O)c1ccc(OC)cc1 (stereo not drawn)	0	101	98	95	-6	104	104	96
CC(C)(CC(=O)N1CCN(c2ccc(Cl)cc2)CC1)CC1=NS(=O)(=O)c2ccccc2N1	1	109	103	104	21	99	103	98
O=C(NCc1ccc2c(c1)OCO2)C1CCCN1C(=O)Nc1ccc(Cl)cc1 (stereo not drawn)	0	104	100	108	6	105	101	98
CC(=O)NC1(C(=O)O)CCCC1	1	99	91	101	-6	95	96	105
O=C(O)Cc1ccc(NC(=O)COc2ccc3ccccc3c2)cc1	4	96	93	100	4	104	104	130

An excerpt of these results, field by field:
COCC(CN1CCN(C2=NS(=O)(=O)c3ccccc32)CC1)OC(=O)c1ccc(OC)cc1 (stereo not drawn)
- GRK2 inh = 0
- AGP1 TOR yeast = 101
- CIT2 TOR yeast = 98
- LAP4-GFP MLPCN = 95
- VLA-4 inh = -6
- MEP2-GFP yeast = 104
- RPL19A TOR yeast = 104
- Yeast superoxide = 96

CS(=O)(=O)c1ccc2nc(NC(=O)CCC(=O)c3cccs3)sc2c1
- GRK2 inh = 4
- AGP1 TOR yeast = 105
- CIT2 TOR yeast = 100
- LAP4-GFP MLPCN = 93
- VLA-4 inh = 4
- MEP2-GFP yeast = 99
- RPL19A TOR yeast = 97
- Yeast superoxide = 115
